ELG1 genotoxic: induces genotoxicity in HEK293T cells with luciferase-tagged ELG1. HEK293T ELG1-luciferase reporter, luminescence, 16 h. Potency, µM (series often up to 46 µM), without a hit: top-dose activity change, positive = activation, most hits filed as activators. 1.3% of 330,000 active. AID 504466; further: % of control where 0% means no effect; nearly all actives have a fitted effect of over 60% in size
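ELG1-luciferase HEK293T cells, 2,000/well; compound pinned in; 16 hr, 37 °C, 5% CO2; ONE-Glo, 30 min RT; luminescence on CCD imager.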
MBNL1 CUG block: MBNL1-poly(CUG) RNA binding inhibition | Q9NR56 | TR-FRET MBNL1-His/biotin-(CUG)12 binding, 665/545 ratio | Potency, µM (highest dose often 57.5 µM), for the others: top-dose activity change, negative = inhibition, hits mostly inhibitors | 0.036% of 280,000 active; active means well fitted inhibition curve with a large enough effect in the signal ratio, with a control signal flat, not every such curve was filed as active; inconclusive means small, poorly fitted or top-dose-only effect, or effect the other way, or a change in a side signal; inactive means no such curve, though single readings can be large or run the other way; the % refers to the signal ratio; further: on the % scale 0 is the no-effect control and ±100 the full control effect
Target sequence (Q9NR56 whole entry, looked up): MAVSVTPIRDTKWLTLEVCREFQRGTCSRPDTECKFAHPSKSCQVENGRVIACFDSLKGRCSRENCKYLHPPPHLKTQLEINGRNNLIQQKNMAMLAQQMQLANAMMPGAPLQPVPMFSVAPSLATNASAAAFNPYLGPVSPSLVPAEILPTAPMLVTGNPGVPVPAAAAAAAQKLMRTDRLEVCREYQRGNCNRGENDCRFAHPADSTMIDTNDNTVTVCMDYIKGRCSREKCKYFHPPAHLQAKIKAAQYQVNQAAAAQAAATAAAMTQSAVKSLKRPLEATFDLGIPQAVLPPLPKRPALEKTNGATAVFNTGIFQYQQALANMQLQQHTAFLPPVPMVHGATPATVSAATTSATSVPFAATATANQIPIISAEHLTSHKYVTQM
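Ratiometric TR-FRET (665 over 545 nm, excitation 340 nm) tracks disruption of MBNL1-His/biotin-(CUG)12 complex after 60 min at room temperature, with compounds at 92 nM to 58 uM final.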
FLuc modulator: firefly luciferase modulation, counter-screen for miR-21 project. P08659. purified FLuc, Km substrates, luminescence inhibition. Potency, µM (series often up to 57.5 µM), for inactives: at the highest dose activity change, negative = inhibition, usual class: inhibitors. 6.9% of 360,000 active. AID 588342;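 further: plate controls were vehicle for no effect and reference inhibitor for full effect; nearly all actives have a fitted effect of over 55% in size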
Target sequence (P08659 whole entry, looked up): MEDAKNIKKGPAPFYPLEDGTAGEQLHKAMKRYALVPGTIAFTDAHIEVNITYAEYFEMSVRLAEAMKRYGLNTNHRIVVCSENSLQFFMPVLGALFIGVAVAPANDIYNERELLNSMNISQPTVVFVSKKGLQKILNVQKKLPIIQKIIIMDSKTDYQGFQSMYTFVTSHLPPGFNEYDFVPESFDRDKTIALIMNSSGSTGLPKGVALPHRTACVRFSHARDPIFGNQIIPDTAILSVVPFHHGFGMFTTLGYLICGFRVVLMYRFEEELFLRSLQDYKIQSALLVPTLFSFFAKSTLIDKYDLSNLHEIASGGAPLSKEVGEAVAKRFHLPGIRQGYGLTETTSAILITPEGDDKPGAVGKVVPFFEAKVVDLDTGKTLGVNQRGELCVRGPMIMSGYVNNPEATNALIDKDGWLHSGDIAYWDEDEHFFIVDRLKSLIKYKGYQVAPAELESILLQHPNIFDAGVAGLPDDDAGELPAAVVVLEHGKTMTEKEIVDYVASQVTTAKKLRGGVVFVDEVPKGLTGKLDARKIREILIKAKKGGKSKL
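Purified P. pyralis luciferase (10nM final) with 10uM D-luciferin and 10uM ATP (Km levels) in 50mM Tris acetate pH 7.5, 10mM Mg acetate, 0.01% Tween-20, 0.05% BSA; qHTS 6-point titration, ~60 µM downward; luminescence read.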
Rab9 promoter act: Rab9 promoter activation | Huh7 Rab9 promoter-luciferase reporter, luminescence, 24 h | Potency, µM (top dose mostly 9.22 µM), without a hit: at the top dose activation, negative = inhibition, hits mostly activators | 2.8% of 320,000 active; further: % of control where 0% means no effect; nearly all actives have a fitted effect of over 60% in size
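Rab9 promoter-driven luciferase in stably transfected Huh7 cells; 1500 cells/well rested 2 h, exposed to compound in DMSO for 24 h at 37 °C, 5% CO2. Luminescence read 10 min after adding luciferase reagent at ambient temperature.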
VP16 counter: Gal4-VP16 reporter inhibition counter-screen. 3.5% of 310,000 active. Drosophila S2 Gal4-VP16 UAS-luciferase, luminescence, 20 h. Potency, µM (highest dose often 53.6 µM), for the others: at the top dose activity, negative = inhibition, most hits filed as inhibitors. AID 2546;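 further: Gal4-VP16 expression switched on by copper sulfate through the metallothionein promoter; on the % scale 0 is the no-effect control and ±100 the full control effect; nearly all actives have a fitted effect of over 50% in size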
p53 reactivation: restores transcriptional activity of mutant p53 | H1299 p53-A138V BP100-luciferase reporter, luminescence, 24 h | Potency, µM (doses to about 92.2 µM), for inactives: at the top dose activity change, positive = activation, most hits filed as activators | 0.063% of 320,000 active | AID 504706; further: % of control where 0% means no effect; nearly all actives have a fitted effect of over 45% in size
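p53-null H1299 cells stably carrying temperature-sensitive p53-A138V and a BP100-luciferase reporter were pinned with compounds (4-point, 1:5 series) and held 24 hrs at 37 deg C. Luminescence was read 10 min after detection reagent.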
RORg inh: blocks mouse ROR gamma transcriptional activity; P51450; Drosophila S2 Gal4-RORgamma UAS-luciferase reporter, 20 h; Potency, µM (top dose mostly 53.6 µM), for inactives: top-dose activity change, negative = inhibition, usual class: inhibitors; 5.4% of 310,000 active; further: on the % scale 0 is the no-effect control and ±100 the full control effect; nearly all actives have a fitted effect of over 60% in size
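Schneider cells (Drosophila), stable Gal4 DBD–ROR gamma + UAS-luc; 1 hr cmpd preincubation; Cu2+ induction 700 uM final; 20 hr ambient; luminescence.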
uPA generation: inhibitors of cell surface uPA generation | Potency, µM (series often up to 38.3 µM), inactives show top-dose activity change, negative = inhibition, hits mostly inhibitors | 0.31% of 330,000 active | AID 540303 | cell surface uPA generation assay, qHTS; active means well fitted inhibition curve with a large enough effect; inconclusive means small, poorly fitted or top-dose-only effect; inactive means no such curve, though single readings can be large or run the other way; tested in mouse RAW 264.7 cells; further: on the % scale 0 is the no-effect control and ±100 the full control effect; nearly all actives have a fitted effect of over 55% in size
BRCA1 expr act: BRCA1 expression activation; MCF7-BRCA1-FFLuc reporter, luminescence, 48 h; response scale: scaled: vehicle 0%, 10 µM genistein 100%; Potency, µM (titrated, usually from 46.1 µM), without a hit: top-dose activation, most hits filed as activators; AID 624202; 1.1% of 380,000 active; further: nearly all actives have a fitted effect of over 80% in size; some results filed as inactive show a strong effect at the top dose
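Luminescence from a BRCA1-driven firefly luciferase in MCF7 cells was read after 48 h compound exposure at 37 C. Data normalized against DMSO and a 10microM genistein activation control, then curve-fitted across the titration.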
NPC1 prom act: activators of NPC1 promoter; Huh7 NPC1 promoter luciferase reporter, 24 h; AID 485313; Potency, µM (titrated, usually from 9.22 µM), for inactives: at the highest dose activation, most hits filed as activators; 2.4% of 320,000 active;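 further: % of control where 0% means no effect; nearly all actives have a fitted effect of over 60% in size; reporter is driven by a mutant NPC1 promoter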
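Luminescence from an NPC1 promoter-driven luciferase reporter in stably transfected Huh7 cells was measured after 24 h compound treatment at 37 °C, followed by 10 min ambient incubation with luciferase detection reagent.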
Starred values were filed as active, the others as inactive; ? = inconclusive; . = no result given; [ ] = dose if it differs, or a comment. Unless noted, the call rests on the fitted dose curve; in most records, active means well fitted curve in the direction sought with a large enough effect; inconclusive means small, poorly fitted or top-dose-only effect, or another doubt; inactive means no such curve, though single readings can be large; an effect the other way counts as inactive or inconclusive. Potency means the concentration at half of the fitted maximal effect.

#1 COc1cc2c(cc1OC)-c1cc(OCCN3CCOCC3)nc(=O)n1CC2
#2 Cn1c(=O)c([N+](=O)[O-])c(N2CCN(Cc3ccc4c(c3)OCO4)CC2)c2ccccc21
#3 O=C(Nc1ccc(C2=NCCN2)cc1)c1ccc(C(=O)Nc2ccc(C3=NCCN3)cc2)c([N+](=O)[O-])c1
#4 Cc1ccc(-c2noc(CCC(N)=O)n2)cc1
#5 C=CCN1N=C(/C=C/c2ccccc2)CCC1=O
#6 COc1cc2c(cc1OC)-c1nc3ccccc3c(=O)n1C(C)(C)C2
#7 Cc1nnc(SCC(=O)NC23CC4CC(CC(C4)C2)C3)n(N)c1=O
#8 Fc1ccc(CSc2nncn2NCc2ccc3c(c2)OCO3)cc1

Screen / compound no. | 1 | 2 | 3 | 4 | 5 | 6 | 7 | 8
ELG1 genotoxic | 6% | -10% | -3% | 13% | 6% | -2% | 4% | -14%
RORg inh | -3% | 30% | -1% | -27%[10 µM] | 0% | ? | -6% | 36%
p53 reactivation | 14% | 0% | -1% | 12% | 2% | -6% | 7% | -17%
BRCA1 expr act | 9% | -46% | -1% | 0% | ? | -54% | -6% | -34%
MBNL1 CUG block | 25% | ? | ? | -3% | ? | -8% | -4% | -2%
uPA generation | -4% | -5% | -3% | -1% | 1% | 1% | 3% | 0%
Rab9 promoter act | 0% | -1% | -12% | 30% | 20% | -3% | 3% | -6%
FLuc modulator | 1% | -3% | 5% | -15% | -10% | -14% | -2% | 3%
VP16 counter | 1% | -7% | 2% | ? | -21% | 0% | 3% | 4%
NPC1 prom act | 4% | 0% | 1% | 8% | 9% | -3% | -6% | -2%

#9 CC(=O)c1c(C)nc2cc(Cl)ccc2c1N
#10 Cc1cccc(Cn2c(SCCO)nc3c2c(=O)n(C)c(=O)n3C)c1
#11 O=c1[nH][nH]c(=S)n1C1CCCCC1
#12 O=C(c1ccccc1)c1ccc(Cn2cc(-c3ccccc3)nn2)cc1
#13 Cc1ncc(CN2CCC(C(=O)Nc3cccc(-c4cscn4)c3)CC2)cn1
#14 CCOC(=O)C1CCCN(C(=O)c2ccc([N+](=O)[O-])cc2)C1 (stereo unspecified)
#15 COC(=O)c1c(C)oc2ccc(NS(=O)(=O)c3cccs3)cc12
#16 CC1CC(=O)Nc2ccccc2N1C(=O)CN1CCN(C=O)CC1 (stereo unspecified)

Screen / compound no. | 9 | 10 | 11 | 12 | 13 | 14 | 15 | 16
ELG1 genotoxic | 1% | -8% | 1% | ? | -3% | -1% | -7% | -1%
RORg inh | -9% | 5% | 11µM* | ? | -14% | -1% | 27%[0.365 µM] | 0%
p53 reactivation | -4% | -3% | -4% | 28% | 7% | -3% | -6% | -1%
BRCA1 expr act | 45% | -26% | -13% | 27% | 5% | -1% | -1%[1.84 µM] | -2%
MBNL1 CUG block | -1% | 0% | . | 3% | 2% | . | 2% | -4%
uPA generation | -6% | -4% | 0% | ? | -3% | 0% | -8% | 1%
Rab9 promoter act | 2% | 0% | -6% | -16% | -1% | 1% | -8% | -2%
FLuc modulator | -13% | -1% | ? | 13µM* | 1% | 0% | 2% | 0%
VP16 counter | -8% | 3% | ? | 10µM* | -8% | -17% | . | 8%
NPC1 prom act | -2% | 4% | -1% | -11% | -1% | -4% | -3% | 1%

#17 CC(=O)O/N=C/c1c(Cl)n(C)c2ccccc12
#18 Cn1cnc([N+](=O)[O-])c1Nc1cccc(O)c1
#19 COc1ccccc1-c1cc(-c2ccc(O)cc2)nc(N)c1C#N
#20 Cc1ccc(-n2ccnc(SCC(=O)NCCc3ccccc3)c2=O)cc1F
#21 O=C(/C=C/c1ccc(O)c(O)c1)c1ccccc1O
#22 O=C(Nc1ccc(Oc2cccnc2)cc1)C1CCN(Cc2cccc(Cl)c2)CC1
#23 O=C(CS(=O)(=O)Cc1ccccc1)N1CCN(c2cccc(C(F)(F)F)c2)CC1
#24 N=c1n(Cc2ccccc2)c2ccccc2n1Cc1ccccc1

Screen / compound no. | 17 | 18 | 19 | 20 | 21 | 22 | 23 | 24
ELG1 genotoxic | 1% | -3% | 5% | 0% | ? | -5% | -5% | -9%
RORg inh | 5% | -8% | 5% | . | -21% | -13% | 14% | 27%
p53 reactivation | 3% | 1% | -9% | -11% | ? | 15% | 0% | -10%
BRCA1 expr act | 0% | -28% | -54% | -10% | 0% | -29% | -42% | -53%
MBNL1 CUG block | -8% | ? | 18% | . | -2% | -12% | -1% | -29%[11.5 µM]
uPA generation | . | 0% | ? | 2% | -4% | -21% | 0% | -10%
Rab9 promoter act | -3% | 0% | 0% | -4% | -18% | -10% | -1% | -10%
FLuc modulator | -2% | -8% | -2% | 5% | 8.5µM* | 0% | 2% | -2%
VP16 counter | -13% | -3% | 0% | . | ? | -24% | 3% | -8%
NPC1 prom act | 0% | 0% | 0% | -1% | 0% | -1% | -3% | -3%

#25 O=C(Nc1nnc(CCN2CCCCC2)s1)c1cccc(Cl)c1
#26 CCOc1ccc2[nH]cc(C(=O)N3CCN(CC)CC3)c(=O)c2c1
#27 CCCc1nn(C)c2c1C(c1cccnc1)C(C#N)=C(N)O2 (stereo unspecified)
#28 COc1ccc(CN2CCCC(C(=O)c3cccc(OC(C)C)c3)C2)cc1Cn1cccn1 (stereo unspecified)
#29 CCN1CCN(Cc2nc3c(c(=O)n(C)c(=O)n3C)n2CCc2ccccc2)CC1
#30 CCOC(=O)C1=C(COC(=O)c2ccc3ccccc3c2O)NC(=O)NC1C (stereo unspecified)
#31 CCOC(=O)CN=C/C(C(C)=O)=C(/C)O
#32 Cc1ccc(CN2C(=O)c3ccccc3NC2c2cc(Br)ccc2O)cc1 (stereo unspecified)

Screen / compound no. | 25 | 26 | 27 | 28 | 29 | 30 | 31 | 32
ELG1 genotoxic | 8% | -8% | 3% | -8% | 3% | -1% | 0% | -1%
RORg inh | 12% | -2%[0.365 µM] | 1% | -1% | -10% | . | -31% | 8%
p53 reactivation | 2% | ? | 16% | -3% | 5% | -14% | 0% | -2%
BRCA1 expr act | 10% | 4% | 0% | -25% | -40% | -36% | 12% | -82%[inhibitor]
MBNL1 CUG block | -6% | 5% | 1% | 16% | 11% | . | -7% | -2%
uPA generation | 0% | 0% | . | -14% | 7% | 2% | -1% | -3%
Rab9 promoter act | -1% | 0% | -9% | 0% | 2% | 9% | -2% | -4%
FLuc modulator | -3% | -5% | 0% | -1% | 3% | -10% | 0% | 2%
VP16 counter | 7% | . | 0% | 0% | -2% | . | -10% | -6%
NPC1 prom act | -2% | 6% | 0% | 0% | 0% | 0% | -5% | 2%

#33 CCS(=O)(=O)N1CCCC(C(=O)NCCCN2CCCC2=O)C1 (stereo unspecified)
#34 COC(=O)[C@]1(C)N[C@H](c2ccc(-c3ccc(Cl)c(Cl)c3)cc2)[C@@H]2C(=O)N(C)C(=O)[C@@H]21
#35 O=C1CCCc2nc3nc4ccccc4n3cc21
#36 O=C(CN1CCN(c2ccccc2)CC1)Nc1ccncc1
#37 COc1ccc(NC(=O)CC2SC(=O)NC2=O)cc1 (stereo unspecified)
#38 COc1cc2[nH]c(=O)n(CCC(=O)NCCC(C)C)c(=O)c2cc1OC
#39 Cc1ccc(NC(=O)COC(=O)C2CC2)cc1Cl
#40 O=C(CCCN1C(=O)C(c2ccccc2)Oc2cccnc21)NCCc1ccc(Cl)cc1 (stereo unspecified)

Screen / compound no. | 33 | 34 | 35 | 36 | 37 | 38 | 39 | 40
ELG1 genotoxic | 0% | -6% | -5% | -6% | -7% | -5% | 3% | -11%
RORg inh | 11% | . | -19% | 20% | 11µM* | 10% | . | 13%
p53 reactivation | 1% | -8% | -2% | . | 3% | -1% | 3% | -2%
BRCA1 expr act | 14% | -28% | . | 0% | 2% | 14% | 2% | 0%
MBNL1 CUG block | 0% | . | 6% | -2% | 2% | 3% | . | 4%
uPA generation | 4% | 5% | . | 12% | 1% | 2% | 1% | 1%
Rab9 promoter act | -4% | -7% | 8% | -9% | 4% | 1%[1.84 µM] | 1% | -1%
FLuc modulator | 1% | 15µM* | 1% | 0% | -3% | 0% | 15µM* | 3%
VP16 counter | -1% | . | -5% | -19% | 13µM* | -8% | . | -6%
NPC1 prom act | -1% | -4% | -2% | 0% | -3% | -2% | -2% | 5%

Bioassay records as filed in PubChem BioAssay.

No enrichment for hits; about 13% have a hit in one of these screens.
